Assay outcomes deposited in PubChem by National Center for Advancing Translational Sciences (NCATS).
Shiga toxin inh = A qHTS for Small Molecule Inhibitors of Shiga Toxin; Vero cells, Shiga toxin protein synthesis inhibition reporter; inhibition, % at 38.7 µM; actives 9.2% (n = 290,000); AID 2315, 2010; in the data active means inhibition mostly above about 28%, no sharp cut-off; inactive means mostly below about 43%; further: 0% is about no effect
FBPA Giardia inh = qHTS Assay for Inhibitors of Fructose-1,6-bisphosphate Aldolase from Giardia Lamblia | purified Giardia FBPA | Potency, µM (series often up to 59.6 µM), without a hit: top-dose activity, negative = inhibition, most hits filed as inhibitors | actives 0.71% (n = 290,000) | AID 2451, 2010; further: potency means the concentration at half of the fitted maximal effect; on the % scale 0 is the no-effect control and ±100 the full control effect; nearly all actives have a fitted effect of over 55% in size
Target sequence (A8B2U2 whole entry, looked up): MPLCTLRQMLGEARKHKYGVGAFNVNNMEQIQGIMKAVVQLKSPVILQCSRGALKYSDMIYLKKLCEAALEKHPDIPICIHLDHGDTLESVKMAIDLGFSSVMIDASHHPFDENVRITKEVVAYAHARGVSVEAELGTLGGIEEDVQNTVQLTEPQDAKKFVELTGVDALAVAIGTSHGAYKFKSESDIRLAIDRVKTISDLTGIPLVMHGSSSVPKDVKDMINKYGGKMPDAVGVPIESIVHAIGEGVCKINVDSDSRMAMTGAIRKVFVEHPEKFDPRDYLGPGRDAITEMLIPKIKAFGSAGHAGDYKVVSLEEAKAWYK
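40 nM FBPA preincubated 10 min at RT with compound (up to 57.5 uM final), then substrate plus GAPDH/TPI/NAD/arsenate coupling and diaphorase/resazurin added. Fluorescence read after 20 min at RT, 525/598 nm.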
Pf growth 96h = Primary qHTS for delayed death inhibitors of the malarial parasite plastid, 96 hour incubation. actives 6.9% (n = 320,000). Potency, µM (top dose mostly 28.7 µM), inactives show at the highest dose activity change, negative = inhibition, hits mostly inhibitors. P. falciparum luciferase reporter growth, 96 h. AID 504834, 2011; further: potency means the concentration at half of the fitted maximal effect; on the % scale 0 is the no-effect control and ±100 the full control effect
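P. falciparum expressing integrated firefly luciferase grown in erythrocytes (2% hematocrit, 0.05% parasitemia final) with compounds for 96 hours at 37 C, 5% CO2. Growth inhibition read as loss of luminescence after adding luciferase detection reagent.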
CHX counter = Cycloheximide Counterscreen for Small Molecule Inhibitors of Shiga Toxin; cell reporter, cycloheximide protein synthesis inhibition counterscreen; AID 2314, 2010; actives 12% (n = 300,000); max response, %; in the data active means max response mostly above about 13%, no sharp cut-off; inactive means mostly below about 14%; further: read at 38.3 µM for the half of the compounds with a filed dose; 0% is about no effect
Sm TGR block = qHTS Assay for the Inhibitors of Schistosoma Mansoni Peroxiredoxins; Schistosoma mansoni thioredoxin glutathione reductase (TGR), Q962Y6; purified TGR, DTNB reduction, TNB absorbance 405 nm; Potency, µM (titrated, usually from 114 µM), without a hit: top-dose activity change, negative = inhibition, hits mostly inhibitors; actives 3% (n = 360,000); AID 485364, 2010; further: potency means the concentration at half of the fitted maximal effect; on the % scale 0 is the no-effect control and ±100 the full control effect; nearly all actives have a fitted effect of over 60% in size
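Kinetic colorimetric format: TGR-catalysed, NADPH-driven DTNB reduction monitored via TNB absorbance. Enzyme dispensed at 20 nM; compound exposure 15 min at room temperature before reaction start.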
Pf growth 48h = Primary qHTS for delayed death inhibitors of the malarial parasite plastid, 48 hour incubation | AID 504832, 2011 | P. falciparum luciferase growth in erythrocytes, 48 h | Potency, µM (top dose mostly 28.7 µM), inactives show at the top dose activity change, negative = inhibition, hits mostly inhibitors | actives 5.9% (n = 310,000); further: potency means the concentration at half of the fitted maximal effect; on the % scale 0 is the no-effect control and ±100 the full control effect
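Erythrocytes infected with P. falciparum carrying an integrated firefly luciferase reporter (2% hematocrit, 0.1% parasitemia final) were exposed to compounds in RPMI 1640 with 0.5% Albumax at 37 C, 5% CO2. Growth inhibition was scored as reduced luminescence.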
The depositor's hits bear a star; ? = inconclusive; . = not tested or not shown; & = joins results of further samples; [ ] = dose if it differs, or a comment. Unless noted, the call rests on the fitted dose curve; in most records, active means well fitted curve in the direction sought with a large enough effect; inconclusive means small, poorly fitted or top-dose-only effect, or another doubt; inactive means no such curve, though single readings can be large; an effect the other way counts as inactive or inconclusive.

no. | compound | Shiga toxin inh | FBPA Giardia inh | Pf growth 96h | CHX counter | Sm TGR block | Pf growth 48h
1 | CC(C)n1nc(C(=O)Nc2nnc(SCc3c(Cl)cccc3Cl)s2)c2ccccc2c1=O | 2 | 12% | . | -5 | 8% | ?
2 | O=C(NC1CC1)C1=C[C@@H](c2coc3ccccc3c2=O)C[C@@H](OCc2ccc(CO)cc2)O1 | 9 | -9% | ? | -1 | -23% | -13%
3 | O=C(CN1CCN(c2ccccc2)CC1)N1N=CCC1c1ccccc1 (configuration not stated) | -6 | -2% | ? | 1 | 2% | 29%
4 | CCOc1ccc2nc(N3CCCC(C(=O)NC4CCCC4)C3)sc2c1 (configuration not stated) | 20* | -17% | ? | 33* | 1% | 39%[activator]
5 | CCn1c(SCC(=O)N(C)C2CCS(=O)(=O)C2)nnc1-c1ccccc1 (configuration not stated) | 10 | 6% | 2%[5.75 µM] | -3 | 6% | -10%
6 | CCCc1c(C(=O)N/N=C/c2cccc3ccccc23)nnn1-c1nonc1N | 4 | 13% | ? | -4 | 3% | -25%
7 | C=C(C=O)CC1CC(O)[C@]2(C)OC3CC4OC5C[C@]6(C)O[C@]7(C)CCC8OC9C[C@]%10(C)OC%11C(C)=CC(=O)OC%11CC%10OC9C[C@@H](C)C8OC7CC6O[C@]5(C)CC5OC5C4OC3CC2O1 (some centres not stated) | 12 | -3% | . | -2 | 11µM* | .
8 | CCN(CC)C(=O)C1CCN(Cc2cn(C)nc2-c2ccc(Oc3ccccc3)cc2)CC1 | 19 | 2% | -26% | 2 | 6% | 7.4µM*
9 | Cc1cc(=O)n2nc(N3CCCC(C(=O)NC4CCC(C)CC4)C3)sc2n1 (configuration not stated) | 4 | . | 5% | 8 | 3% | ?
10 | O=C(CSc1nnc2ccc(-c3ccncc3)nn12)c1cccs1 | -6 | -14% | ? | 10 | -23% | -5%
11 | CC(C)CNS(=O)(=O)c1ccc(OCC(=O)Nc2ccc3c(c2)OCCO3)cc1 | 22 | -5% | ? | 6 | -2% | -16%
12 | COc1ccc(S(=O)(=O)N2CCOCC2)cc1NC(=O)CSc1cccc[n+]1[O-] | -5 | 6% | 0% | -2 | ? | 63%[activator]
13 | COc1ccc(-c2nnn(CC(=O)Nc3ccc4c(c3)OCCO4)n2)cc1OC | . | . | ? | . | -23% | ?
14 | COc1ccccc1C1C(C(=O)c2cc3ccccc3o2)=C(O)C(=O)N1CCN(C)C (configuration not stated) | -11 | -1% | . | 6 | ? | 15%
15 | O=C(CS(=O)(=O)Cc1ccccc1)Nc1ccccc1Cl | -4 | -2% | 78%[activator] | -4 | 1% | 0%
16 | COc1cccc(NC(=O)[C@@H](NC(=O)N2C[C@H]3C[C@@H](C2)c2cccc(=O)n2C3)C(C)C)c1 | 2 | 2% | 8% | -2 | -6% | 17%

One compound at a time, from the list above. Values in the order: Shiga toxin inh | FBPA Giardia inh | Pf growth 96h | CHX counter | Sm TGR block | Pf growth 48h
Shown for CC(C)CNS(=O)(=O)c1ccc(OCC(=O)Nc2ccc3c(c2)OCCO3)cc1 : 22 | -5% | ? | 6 | -2% | -16%
Shown for C=C(C=O)CC1CC(O)[C@]2(C)OC3CC4OC5C[C@]6(C)O[C@]7(C)CCC8OC9C[C@]%10(C)OC%11C(C)=CC(=O)OC%11CC%10OC9C[C@@H](C)C8OC7CC6O[C@]5(C)CC5OC5C4OC3CC2O1 (some centres not stated) : 12 | -3% | . | -2 | 11µM* | .
Shown for O=C(CS(=O)(=O)Cc1ccccc1)Nc1ccccc1Cl : -4 | -2% | 78%[activator] | -4 | 1% | 0%
Shown for O=C(CN1CCN(c2ccccc2)CC1)N1N=CCC1c1ccccc1 (configuration not stated) : -6 | -2% | ? | 1 | 2% | 29%
Shown for COc1cccc(NC(=O)[C@@H](NC(=O)N2C[C@H]3C[C@@H](C2)c2cccc(=O)n2C3)C(C)C)c1 : 2 | 2% | 8% | -2 | -6% | 17%

Following part.
no. | compound | Shiga toxin inh | FBPA Giardia inh | Pf growth 96h | CHX counter | Sm TGR block | Pf growth 48h
17 | Cc1onc(C(=O)/C=C/N(C)C)c1C(=O)Nc1nccs1 | -9 | . | ? | 9 | -22% | 40%[activator]
18 | CCCCCn1cc(C(=O)C(=O)N2CCOCC2)c2ccccc21 | -5 | . | -1% | -1 | 1% | 1%
19 | Cc1nc(=O)c(-c2ccccc2)c(C)n1Cc1ccccc1 | -3 | 1% | 2% | -5 | 1% | -10%
20 | COc1cccc(C(=O)C2CCCN(Cc3cn(C)nc3-c3ccccc3)C2)c1 (configuration not stated) | -11 | 3% | 24% | -4 | -6% | -12%
21 | COc1ccc(NC(=O)CSc2nnnn2C2CCCC2)c(OC)c1 | 2 | 0% | 63%[activator] | -4 | -12% | 22%
22 | COc1cc(/C=N/NC(=O)c2ccccn2)ccc1OC(=O)c1ccccc1Br | 71* | 3% | 2.1µM* | 43* | 4% | 44%[activator]
23 | O=C(Nc1ccccc1)c1cnc[nH]1 | 67* | 2% | 27% | 30* | 8% | 104%[activator]
24 | O=C(NN1C(=O)c2ccccc2NC1c1ccccc1OCc1ccccc1)c1ccncc1 (configuration not stated) | -12 | 0% | ? | 6 | -2% | .

Quoted at random: 2 compounds from above
no. | compound | Shiga toxin inh | FBPA Giardia inh | Pf growth 96h | CHX counter | Sm TGR block | Pf growth 48h
15 | O=C(CS(=O)(=O)Cc1ccccc1)Nc1ccccc1Cl | -4 | -2% | 78%[activator] | -4 | 1% | 0%
12 | COc1ccc(S(=O)(=O)N2CCOCC2)cc1NC(=O)CSc1cccc[n+]1[O-] | -5 | 6% | 0% | -2 | ? | 63%[activator]

The results go on:
no. | compound | Shiga toxin inh | FBPA Giardia inh | Pf growth 96h | CHX counter | Sm TGR block | Pf growth 48h
25 | CN(C)N=C1c2cc(S(=O)(=O)N3CCOCC3)ccc2-c2ccc(S(=O)(=O)N3CCOCC3)cc21 | -10 | -5% | -60% | -7 | -1% | -11%
26 | O=C(CNC(=O)c1ccccc1F)NC1=NCCS1 | 22 | . | 8% | 9 | -6% | 88%[activator]
27 | CCOc1ccccc1NS(=O)(=O)c1cc2c3c(c1)C(C)C(=O)N3CCC2 (configuration not stated) | -5 | . | 35% | -3 | -5% | -23%
28 | CCCc1nn(-c2ccccc2)c2c1C(c1cccs1)C(C#N)=C(N)O2 (configuration not stated) | -6 | -12% | 54%[activator] | -3 | -3% | 42%[activator]
29 | C/C=C(\C)C(=O)O[C@H](c1cc2ccc(=O)oc2cc1OC)[C@@H](O)C(C)(C)O | . | . | 25% | . | ? | 20%
30 | NC(=O)CC(NC(=O)Cc1ccc(Br)cc1)c1ccc(N2CCC(Cc3ccccc3)CC2)c([N+](=O)[O-])c1 (configuration not stated) | -9 | 3% | 3% | -3 | 5% | ?
31 | COc1ccc(C(=O)Nc2ccc3c(c2)nc(CN2CCCC2)n3C)cc1 | -5 | -2% | 8% | 6 | 2% | 8%
32 | CCOC(=O)Cc1nnc(NC(=O)CSc2nnc3c4ccccc4n(C)c3n2)s1 | -18 | 10% | ? | 3 | -3% | -8%
33 | C=CCn1c(O)c(C(CC)=Nc2ccc(C(=O)O)cc2)c(=O)[nH]c1=O | 12 | -17% | 17% | -1 | 0% | 8%
34 | COc1ccccc1N1CCN(C(=O)CSc2nc(C)cc(=O)[nH]2)CC1 | 2 | -1% | . | -5 | 4%&6% | -7%
35 | CC(C)n1c(C(F)(F)F)nc2cc(C(=O)N3CCCCC3)ccc21 | -2 | -4% | -6% | 4 | -13% | ?
36 | CC1(C)Cc2ccccc2C(=NC(Cc2c[nH]c3ccccc23)C(=O)O)N1 (configuration not stated) | -2 | 3% | 6% | 5 | -7% | ?
37 | O=C(c1cc(COc2c(F)cccc2F)on1)N1CCC(c2ccncc2)CC1 | 28 | 2% | ? | 7 | 3% | ?
38 | O=C1C(C=NC2CC2)=C(O)c2ccccc21 | 57* | -4% | 13µM* | 37* | -18% | .
39 | CCOC(=O)c1cnc(=O)[nH]c1C | -5 | 3% | 7% | -2 | 2% | 20%
40 | Cc1ccc2nc(-c3ccc(NC(=O)C(C)N4C(=O)c5ccccc5C4=O)cc3)sc2c1 (configuration not stated) | 51* | 1% | 3% | 93* | -11% | 180%[activator]
41 | CC1=C(C(=O)OCc2ccccc2)C(c2ccccc2)NC(=O)N1 (configuration not stated) | 14 | -10% | 0% | -2 | -6% | 4%
42 | COC(=O)c1ccc(/C=N/OCC(=O)NCCc2ccc(OC)c(OC)c2)cc1 | -8 | 3% | ? | -6 | 8% | 8%
43 | CCCCOc1ccc(C(=O)NCC(=O)NCC(=O)OCC)cc1 | -10 | 0% | . | -1 | 12% | 33%[activator]
44 | Cc1cccc(Oc2nccc(C(F)(F)F)c2C(=O)Nc2ccc(F)cc2F)c1 | -6 | 6% | ? | -2 | 9% | -1%
45 | COc1ccc(OC)c(C2CC(=O)OC3=C2C(=O)CC(C)(C)C3)c1 (configuration not stated) | -6 | -1% | 22% | 4 | -2% | -13%
46 | Cc1[nH]c2ccccc2c1CCNC(=O)c1ccc2nccnc2c1 | . | -3% | -5% | 15* | -4% | 2%
47 | CCCCn1c(N)c(N(CC(C)C)C(=O)c2ccc(N3C(=O)c4ccccc4C3=O)cc2)c(=O)[nH]c1=O | . | . | 4% | . | 4% | 25%
48 | Cc1cc(=O)[nH]c(SCC(=O)c2ccc(O)c(O)c2)n1 | 8 | 8.9µM* | ? | -1 | 18µM* | ?
49 | COc1ccc(OC)c(/C=N/c2oc(-c3ccco3)c(-c3ccco3)c2C#N)c1 | -13 | ? | -6% | -7 | -21% | 9%
50 | FC(F)(F)c1cccc(Nc2nc(N3CCOCC3)nc(N3CCOCC3)n2)c1 | -4 | -3% | ? | 2 | 8% | ?
51 | O=C(CN1C(=O)c2ccccc2C1=O)Nc1sc2c(c1C(=O)NCC1CCCO1)CCC2 (configuration not stated) | -4 | 7% | 102%[activator] | -1 | 79µM* | 34%[activator]
52 | O=C(C1=C[C@H](C2CC2)C[C@H](OCCCCO)O1)N1CCN(Cc2ccccc2)CC1 | -10 | -9% | ? | -3 | 25µM* | -5%
53 | CCC(C(=O)N1CCCCCC1)n1nc(C)n2c(cc3occc32)c1=O (configuration not stated) | -9 | 2% | 1% | 5 | 8% | 14%
54 | O=C(c1cccc2ccccc12)C1CCCN(C(=O)CCc2cnccn2)C1 (configuration not stated) | 14 | 0% | ? | 15* | -20%[57.1 µM] | -18%
55 | Cc1ccc2[nH]c(=O)c(CN(CC3CCCO3)S(=O)(=O)c3cccc4nsnc34)cc2c1 (configuration not stated) | 21 | -5% | -18% | -2 | -19% | ?
56 | O=C(c1cccs1)[C@@H]1[C@@H]2C(=O)N(Cc3ccc4c(c3)OCO4)C(=O)[C@@H]2C2c3ccccc3C=CN21 (some centres not stated) | -30 | ? | 10µM* | -3 | ? | ?
57 | O=C(COc1ccccc1)N=C1SC2CS(=O)(=O)CC2N1Cc1ccccc1 (configuration not stated) | -5 | . | 13µM* | 3 | -6% | ?

Compounds as they come. Share with any hit: about 24%.
